Screening results deposited in PubChem BioAssay by several laboratories.
EphB4 ephrin blk = antagonists of human EphB4-ephrin-B2 interaction. EphB4 LBD / TNYL-RAW-Alexa532 peptide, fluorescence polarization. inhibition, % at 7 µM. 97,000 compounds, 0.15% hits. AID 720;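 active = inhibition above the screen-wide mean inhibition plus 3 SD, cut at about 15% in these data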;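 note: 0% = DMSO wells and 100% = excess unlabeled TNYL-RAW peptide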
Target sequence (P54760 whole entry, looked up, the tested form may be a part): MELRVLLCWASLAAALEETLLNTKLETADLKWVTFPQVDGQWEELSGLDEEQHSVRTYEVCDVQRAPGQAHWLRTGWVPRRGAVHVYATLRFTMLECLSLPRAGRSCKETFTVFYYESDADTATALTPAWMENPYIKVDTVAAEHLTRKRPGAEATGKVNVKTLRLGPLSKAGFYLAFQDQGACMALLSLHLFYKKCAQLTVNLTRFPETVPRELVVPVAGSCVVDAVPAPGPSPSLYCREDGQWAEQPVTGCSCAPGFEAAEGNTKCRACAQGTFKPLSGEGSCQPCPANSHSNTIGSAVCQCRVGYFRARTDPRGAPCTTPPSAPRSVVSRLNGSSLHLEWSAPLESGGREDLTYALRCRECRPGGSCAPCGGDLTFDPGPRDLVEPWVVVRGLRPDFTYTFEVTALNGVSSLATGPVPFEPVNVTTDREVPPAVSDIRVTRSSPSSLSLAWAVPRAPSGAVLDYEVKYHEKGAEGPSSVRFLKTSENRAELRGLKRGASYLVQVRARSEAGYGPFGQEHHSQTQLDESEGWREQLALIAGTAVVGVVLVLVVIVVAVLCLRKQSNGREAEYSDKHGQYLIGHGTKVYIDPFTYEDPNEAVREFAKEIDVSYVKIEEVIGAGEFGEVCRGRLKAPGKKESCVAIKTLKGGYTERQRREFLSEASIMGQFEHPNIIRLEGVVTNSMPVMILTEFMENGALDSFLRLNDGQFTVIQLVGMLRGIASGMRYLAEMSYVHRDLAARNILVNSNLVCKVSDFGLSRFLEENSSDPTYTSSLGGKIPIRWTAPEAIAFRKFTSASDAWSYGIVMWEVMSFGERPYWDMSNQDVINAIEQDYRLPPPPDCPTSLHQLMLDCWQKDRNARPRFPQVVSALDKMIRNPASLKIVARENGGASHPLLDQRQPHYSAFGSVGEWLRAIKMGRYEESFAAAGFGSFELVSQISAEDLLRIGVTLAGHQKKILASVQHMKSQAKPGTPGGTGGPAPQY
PTK2B oligo ant = Pyk2 (human) oligomerization antagonism; Q293 cells, Pyk2 FERM NanoBiT luminescence; active compounds read low; z-score (the deposit names both 25 µM and 10 µM); 99,000 compounds, 0.83% hits; AID 1347419;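 active = Z-score of -3 or lower, scaled per plate to the spread of control and sample wells; inactive = z-score above -3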;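 note: negative z-score means lost luminescence so less FERM oligomerization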
An asterisk follows results filed as active. Not all compounds are listed. The share of hits here may be higher or lower than overall.

EphB4 ephrin blk	PTK2B oligo ant	Structure
-10	-0.08	CCn1cc(NC(=O)Nc2ccc(OC)c(OC)c2)c(C(N)=O)n1
-1	0.58	O=C(Cn1cnc2c(nnn2Cc2ccccc2F)c1=O)N1CCN(c2ccccc2)CC1
-4	-3*	Cc1sc2nc(CN(Cc3ccccc3)C(=O)NC3CCCCC3)[nH]c(=O)c2c1C
5	1.1	COc1ccc(/C=N\NS(=O)(=O)c2ccc(Cl)cc2)cc1COc1ccccc1[N+](=O)[O-]
6	0.83	CC(C)(C)C(=O)Nc1cc(C(F)(F)F)ccc1N1CCOCC1
-4	0.04	Cc1cnc(Sc2ncccc2[N+](=O)[O-])nc1
2	0.66	OC1C2CN3CCN(C2)CC1(Cc1ccccc1)C3 (stereo unspecified)
6	-0.42	CCOc1ccccc1C(=O)N1CCC(C(=O)c2ccc(F)cc2)CC1
2	-0.08	CC1SC(c2ccc(Cl)cc2Cl)NC1=O (stereo unspecified)
-5	-0.68	COc1cc2cc(C#N)c(SCC(=O)N3CCOCC3)nc2cc1OC
4	0.45	Cc1ccc(-c2nn(-c3ccccc3)cc2CO)o1
5	-1.1	COc1ccc(-c2csc(NC(=O)c3ccco3)n2)cc1
4	-1.2	Cc1cc(C)cc(NC(=O)c2ccc(Cn3nc(C)c(Cl)c3C)o2)c1
-1	-0.4	O=C1Nc2c(c(=O)[nH]c(=O)n2-c2ccccc2F)C(C(F)(F)F)(C(F)(F)F)N1
6	-0.36	N=c1c2c3c(sc2nc2n1CCCCC2)CCCC3
2	-0.94	N#Cc1c(N)sc2c1CCN(CCc1ccccc1)C2
1	1.6	O=C(CCCCCN1C(=O)c2ccccc2C1=O)Nc1ccc(F)cc1
-1	1.7	O=C(O)c1ccc(-c2cccc(Cl)c2)o1
7	0.08	CS(=O)(=O)c1nncn1-c1ccccc1
-5	0.36	O=C(c1cnc2n(c1=O)CCS2)N1CCCc2ccccc21
5	-1.2	CC(=O)NC1=NN(C(C)=O)C(C)(c2cccs2)S1 (stereo unspecified)
5	0.01	Cc1nc2ccc(Cc3ccc4nc(C)[nH]c4c3)cc2[nH]1
3	0.35	CCOCCn1c(CN2CCN(c3ccc(OC)cc3)CC2)nc2c1c(=O)n(C)c(=O)n2C
-5	-0.14	CCC(C)n1c(=N)c(C#N)cc2c(=O)n3ccccc3nc21 (stereo unspecified)
0	-0.42	Cc1cc2c3c(c1)C1(C(=O)N3C(C)(C)CC2C)C(C#N)=C(N)OC2=C1C(=O)CC(C)(C)C2 (stereo unspecified)
3	0.52	CCCCCOc1ccc(CSc2ncn[nH]2)cc1
7	1.4	O=S(=O)(c1cc(-c2nnc(-c3ccc(Br)cc3)o2)ccc1Br)N1CCCCCC1
2	-0.19	COc1ccc(C=C(C(C)=O)C(C)=O)cc1OC
0	0.62	S=c1[nH]nc(-c2cc3ccccc3o2)n1Cc1ccccc1
3	-1.1	COc1ccccc1-n1c(SCC(=O)Nc2nnc(C)s2)nc2c(c1=O)SCC2
-4	-0.91	O=C(c1ccco1)N1CCN(c2nc(C3CC3)nc3c2nnn3Cc2ccccc2Cl)CC1
-7	0.66	CCOC(=O)c1nn(-c2ccc(F)cc2)c2nc(CC(C)C)c(C#N)c(=O)n12
5	0.42	Cc1ccc(-c2noc(COc3ccc4c(c3)OCO4)n2)cc1
6	-1.2	CCOC(=O)C1=C(SCC)c2cc3c(n2C1=O)CCCC3
-7	-0.49	COc1ccc(C2CC(c3cccs3)=NN2S(=O)(=O)c2ccc(C)cc2)cc1 (stereo unspecified)
7	0.33	Cc1ccc(N(CC(=O)Nc2c(C)n(C)n(-c3ccccc3)c2=O)S(C)(=O)=O)cc1C
8	-1.3	COC(=O)CSc1nc2c(c(C3CC=CCC3)c1C#N)CCC2 (stereo unspecified)
11	-0.59	Cc1cccc(/C=N/n2c(C)cc(C)c(C#N)c2=O)c1
-8	-0.22	CCCNc1cc(C)c(C#N)c2nc3ccccc3n12
0	-0.11	Cc1nn2c(CN(C(=O)c3ccco3)c3ccccc3)nnc2c2ccccc12

By substructure, the compounds so far with a nitro group on carbon (2)
EphB4 ephrin blk	PTK2B oligo ant	Structure
5	1.1	COc1ccc(/C=N\NS(=O)(=O)c2ccc(Cl)cc2)cc1COc1ccccc1[N+](=O)[O-]
-4	0.04	Cc1cnc(Sc2ncccc2[N+](=O)[O-])nc1

6 records picked at random from the list so far, as already listed:
EphB4 ephrin blk	PTK2B oligo ant	Structure
-4	-0.91	O=C(c1ccco1)N1CCN(c2nc(C3CC3)nc3c2nnn3Cc2ccccc2Cl)CC1
7	0.33	Cc1ccc(N(CC(=O)Nc2c(C)n(C)n(-c3ccccc3)c2=O)S(C)(=O)=O)cc1C
3	0.35	CCOCCn1c(CN2CCN(c3ccc(OC)cc3)CC2)nc2c1c(=O)n(C)c(=O)n2C
5	0.01	Cc1nc2ccc(Cc3ccc4nc(C)[nH]c4c3)cc2[nH]1
6	-1.2	CCOC(=O)C1=C(SCC)c2cc3c(n2C1=O)CCCC3
0	-0.42	Cc1cc2c3c(c1)C1(C(=O)N3C(C)(C)CC2C)C(C#N)=C(N)OC2=C1C(=O)CC(C)(C)C2 (stereo unspecified)

Remaining list, next part
EphB4 ephrin blk	PTK2B oligo ant	Structure
-20	-0.07	COc1ccc(-c2csc(NC(=O)CSc3nc(C)cs3)n2)cc1
0	0.77	O=C(CNC(=O)c1ccco1)NCC(=O)OC(C(=O)c1ccccc1)c1ccc(Cl)cc1 (stereo unspecified)
-3	0.55	CCc1ccc(Oc2cc(C)nc(N)n2)cc1
4	-0.18	CC(Oc1cccc2c1OC(C)(C)C2)C(=O)O (stereo unspecified)
0	-0.17	O=C1CCCc2c1[nH]c1ccc(Cl)cc21
5	-0.54	O=C(Nc1ccc(OCC(F)(F)C(F)F)c(C(F)(F)F)c1)c1ccc(Cl)cc1
3	1.4	O=C(O)CCn1c(=S)oc2ccccc21
-1	0	Fc1cccc2sc(N3CCOCC3)nc12
5	0.35	CCOC(=O)C1CCCN(CCC(=O)Nc2ccc(C)cc2)C1 (stereo unspecified)
2	-0.2	O=C(O)CCC(=O)Nc1ccc(N2CCCCC2)c(C(=O)O)c1
0	-0.17	N=c1c(C(=O)NCc2ccco2)cc2c(=O)n3ccccc3nc2n1CC1CCCO1 (stereo unspecified)
-10	-0.47	N#Cc1c(/N=C/c2cc3ccccc3s2)sc2c1CCC2
7	0.75	Cc1occc1C(=O)NN=C1C2CC3CC(C2)CC1C3
-2	1.5	CC(OC(=O)c1nsc(Cl)c1Cl)C(=O)NC(C)(C)C (stereo unspecified)
5	-0.22	COc1ccc(C(=O)Nc2nc(-c3ccc([N+](=O)[O-])cc3)c(-c3ccccc3)s2)cc1
3	-0.56	CC(C)(C)N(C(=O)Cn1nnc(-c2ccc(F)cc2)n1)C(C(=O)NC1CCCC1)c1ccncc1 (stereo unspecified)
2	-1.6	O=C(NC1CCCCC1)C(c1ccc(F)cc1)N(Cc1ccc2c(c1)OCO2)C(=O)c1cnsn1 (stereo unspecified)
1	0.12	Cc1ccc(-n2nnnc2SCC(=O)Nc2ccc3c(c2)OCCO3)cc1C
2	-0.03	NC(=O)CSc1nc2ccccc2c(=O)n1Cc1ccco1
1	0.39	c1ccc(-n2nc3ccccc3n2)cc1
3	-1.5	O=C(CSc1nc(-c2ccco2)cc(C(F)(F)F)n1)N1CCCc2ccccc21
-1	-2.8	O=C(NCc1ccccc1)C(c1ccc(O)cc1)N(C(=O)Cn1nnc(-c2cccs2)n1)c1ccc2c(c1)OCCO2 (stereo unspecified)
-8	-0.2	Cc1cccc(-n2c(Cc3cc(=O)[nH]c(=O)[nH]3)nnc2SCC(=O)NCc2ccco2)c1
-2	0.59	COc1ccc(OC2OC3COC(C)(C)OC3C(O)C2NC(C)=O)cc1 (stereo unspecified)
0	-0.45	COc1ccc(N2C(=O)C3C4c5ccccc5C(C=Nc5ccc(C)cc5C)(c5ccccc54)C3C2=O)cc1 (stereo unspecified)
1	0.33	CCCCSc1nnc(CCC)n1N
2	-2.2	Clc1ccc(-n2nnnc2-c2cnc(-c3ccccn3)nc2-c2cccs2)cc1
6	-1.7	Brc1cccc(Cn2c(-c3cncs3)nc3ccccc32)c1
2	0.36	COc1ccccc1NC(=O)N(CCN1CCCC1)Cc1cc2cc(C)ccc2[nH]c1=O
-2	0.37	COCCNC(=O)C(c1cccs1)N(C(=O)Cn1nnc2ccccc21)c1ccc(OC)cc1 (stereo unspecified)
3	1.3	COc1ccccc1NC(=O)N(Cc1ccco1)Cc1cc2c(C)ccc(C)c2[nH]c1=O
2	-0.99	Cc1ccc(C(=O)Cn2cnc3ccccc3c2=O)cc1
8	-0.39	CCCn1c(C(O)c2ccc(OC)cc2)nc2ccccc21 (stereo unspecified)
9	1.6	COC(=O)C1=C(CSc2nc3c(cc2C#N)CN(C)CC3)OC(N)=C(C#N)C1c1ccc(F)cc1 (stereo unspecified)
6	0.68	CCN1CCN(C(=O)C2(NC(=O)Nc3cccc(F)c3)CCCCC2)CC1
3	-0.38	Cc1ccc2cc3cc(C(=O)N4CC(C)CC(C)C4)oc3nc2c1 (stereo unspecified)
-1	0.19	CCOn1c(=O)c(C)[n+]([O-])c2ccccc21
-5	-0.22	CCC(C)(C)NC(=O)C(c1cccn1C)N(C(=O)Cn1nnc2ccccc21)c1ccc(OC)cc1OC (stereo unspecified)
-10	0.95	COc1ccc(CCNC(=O)C2CCN(S(=O)(=O)c3ccc(Cl)cc3)CC2)cc1OC
4	-0.39	O=c1cc(N2CCN(Cc3ccccc3)CC2)[nH]c(=O)n1-c1cccc(C(F)(F)F)c1
5	-1.6	Cc1cccc(NCc2cc(Cl)ccc2O)n1
-4	-0.54	CCn1c(SCC(=O)N2CCCc3ccccc32)nnc1-c1ccoc1C
0	-1.4	Cc1cc(C)c(Cn2c(=O)n(CCCC(=O)NCc3ccco3)c(=O)c3ccccc32)c(C)c1
7	-0.72	CC(=O)c1cc(C(c2csc(C(C)=O)c2)c2csc(C(C)=O)c2)cs1
4	0.58	Cc1ccccc1C(=O)OCCCN=C1NS(=O)(=O)c2ccccc21
5	1.2	COc1ccc(CCNS(=O)(=O)c2ccc(N3CCCC3=O)cc2)cc1
-9	-0.71	Cc1c(C(=O)N2CCCCC2)sc(NC(=O)c2ccco2)c1C#N
2	1.3	O=C(O)C(Cc1cc2ccccc2[nH]1)N1C(=O)C2CC=C(Cl)CC2C1=O (stereo unspecified)
7	-0.1	Cc1ccc(C(=O)Nc2ccc(S(=O)(=O)N3CCN(C)CC3)cc2)cc1
5	-2.1	N#Cc1cn(CCOc2ccc(F)cc2)c2ccccc12
6	-1.1	COc1ccc(NC(=S)NC(NC(=O)c2cccc(Cl)c2)C(Cl)(Cl)Cl)c([N+](=O)[O-])c1 (stereo unspecified)
3	-0.06	CCSc1nc2c(c(-c3ccc(C)o3)c1C#N)CCCC2
-2	-0.4	CCN1CCN(C2=C(Cl)C(=O)N(Cc3ccccc3)C2=O)CC1
2	-0.5	C#CCOC(=O)c1csc2nnsc12
-6	-2	CC(C)(C)n1nnnc1C(c1cccnc1)N1CCN(c2cccc(C(F)(F)F)c2)CC1 (stereo unspecified)
7	0.17	CCOC(=O)C1CCCN(C(=O)c2cn(C)c(=O)c3cc(OC)c(OC)cc23)C1 (stereo unspecified)
0	-1.1	Cc1ccc(-c2cc(-c3ccccc3C)[nH]n2)c(O)c1
7	-0.16	Cc1ccc(CNn2cnnc2SCc2ccc(F)cc2)cc1
1	0.77	CCNc1nc(NCC)nc(OCCOC(=O)COc2ccc(Cl)cc2Cl)n1
1	0.01	CC(C)CCOc1ncnc2c1sc1nc3c(cc12)CSC(C)(C)C3

Brought forward from above: three entries; new compounds follow.
EphB4 ephrin blk	PTK2B oligo ant	Structure
7	-0.16	Cc1ccc(CNn2cnnc2SCc2ccc(F)cc2)cc1
1	0.77	CCNc1nc(NCC)nc(OCCOC(=O)COc2ccc(Cl)cc2Cl)n1
1	0.01	CC(C)CCOc1ncnc2c1sc1nc3c(cc12)CSC(C)(C)C3
-10	-0.28	Cc1nnc(SCc2cc(=O)[nH]c(N3CCCCC3)n2)s1
1	-0.02	Cc1ccc(N(CC(=O)NCc2ccncc2)S(C)(=O)=O)cc1
-2	-0.21	CCN(CC)C(=O)CSc1ncnc2c1cnn2-c1ccccc1
-1	0.46	CCCC(C)C(=O)Nc1ccncc1 (stereo unspecified)
2	0.66	CSc1n[nH]c(NCc2ccc(C)cc2)n1
-2	0.15	CCOc1ccc(N(CC(=O)NC2CCCCC2)C(=O)CNC(=O)c2ccco2)cc1
-2	0.45	O=C(CN1CCC(n2nnc3cc(F)ccc32)CC1)NCCc1ccccc1
-1	-0.29	COc1ccc(OC)c(N2C(=O)CC(Cc3cc(C)cc(C)c3)C2=O)c1 (stereo unspecified)
-1	0.08	CC(C)(C)C(=O)NC1CCN(S(C)(=O)=O)CC1
3	0.05	CCCCNC(=S)NNC(=O)c1csc(C)c1
4	-0.56	COC(=O)c1sc(NC(=O)c2ccoc2C)nc1C
-1	-0.2	O=C(CSCCO)Nc1ccc(C23CC4CC(CC(C4)C2)C3)cc1
-1	-1.2	O=C(Cn1cnc2c(cnn2-c2ccc(F)cc2)c1=O)N1CCCc2ccccc21
4	0.49	S=c1nc(-c2ccccc2Br)[nH][nH]1
-2	0.03	c1csc(C(c2nnnn2C2CCCCC2)N2CCCC3(CCCCC3)C2)c1 (stereo unspecified)
-1	-0.9	COc1ccc(CC(=O)N2CCc3ccccc32)cc1
0	1	COc1ccc(S(=O)(=O)N2CCC(C(=O)Nc3cccc(C(C)=O)c3)CC2)cc1
1	-0.3	Cc1ccc(-n2c(-c3ccccc3)nnc2-c2cccs2)cc1
3	-0.04	O=C(CSc1nnc2n1CCCN2C(=S)Nc1ccc(Cl)cc1)c1ccccc1
0	0.74	COC(=O)Cc1cc(=O)[nH]c(/N=C(\N)Nc2ccccc2C)n1
